MT stabilize HCS: microtubule stabilizers in HeLa cells; HeLa tubulin immunostaining HCS, 24 h; share of cells brighter than vehicle mean+2SD; actives 0.83% (n = 200,000); % tubulin-high responders, % at 10 µM; AID 2205;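 active = plate Z-score above 3 for both tubulin-high and condensed-nucleus cell shares, with cell loss under 80%, at 10 µM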;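 also: anti alpha tubulin signal scored within the nucleus-defined area of each cell; some results filed as inactive read as strong as hits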
Yfh1-off respiration: mitochondrial function rescue without frataxin homolog – Friedreich's ataxia, plus single-dose screen, dose response (AID 1465). S. cerevisiae Yfh1-off respiration, WST-1 reduction, 72 h; higher fold induction means a stronger effect. fold induction at 50 µM, or EC50 in µM where a hit was titrated. actives 0.074% (n = 220,000);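 active = fold induction of absorbance versus untreated yeast above a set limit, then at least 30% activation at any dose in follow-up; inconclusive = repeats straddling the limit, or above it without dose testing; inactive = fold induction below the set limit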;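 also: activators that raise dye reduction in frataxin-depleted yeast; strong numbers were not always called active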
Dynein cargo inh: dynein cargo transport inhibition. z-score, hits read low. actives 0.47% (n = 220,000). AID 1381. 3617.4 mouse cells, GR-EGFP nuclear translocation imaging; test concentration mostly 20 µM; stimulated with dexamethasone, 1 µM; stronger effect = lower value;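 active = plate z-score of nuclear minus cytoplasmic receptor signal below a set negative limit, without overly bright fluorescence or cell loss, cut at about -3.5 in these data, passing the limit was not always enough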;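 also: z-score of nuclear minus cytoplasmic ring GR-EGFP intensity difference per well; some compounds called inactive have numbers as strong as hits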
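Buffer or medium – tet-free medium with charcoal-stripped serum · Signal – automated 10x imaging of fixed Hoechst-stained cells · Also added – dexamethasone agonist, 1.0 µM final, for 30 min · Incubation – induction 48 h, compound 1 h, agonist 30 min · Read-out – GR-EGFP nuclear translocation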
HIV fusion peptide: inhibitors of HIV fusion peptide binding, primary screen, biochemical, uHTS, fluorescence dequenching (AID 1986); cell-free peptide binding, fluorescence dequenching, 30 min; higher % means a stronger effect; inhibition, % at 20 µM, or IC50 in µM where a hit was titrated; actives 0.3% (n = 290,000); in the data active = inhibition mostly above about 52%, no sharp cut-off; inactive = mostly below about 76%; also: some results filed as inactive read as strong as hits
Insulin prom up: MIN6 insulin promoter up-regulation | MIN6 insulin promoter-GFP reporter, high-content imaging; stronger effect = higher value | z-score at 5 µM | actives 0.3% (n = 190,000);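 active = z-score above 3 at 5 µM with at least 500 cells counted in the well; inconclusive = wells under 500 cells, flagged as cytotoxic or low count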
AID2073: disruptors of CaV2.2 binding to Mint1 – biochemical, HTRF (AID 2073); inhibition, % at 20 µM; hits with a dose series show IC50 in µM; actives 0.19% (n = 290,000); HTRF protein-protein interaction, Mint1-CaV2.2; higher % means a stronger effect; in the data active = inhibition mostly above about 51%, no sharp cut-off; inconclusive = no clear call, values can overlap the other calls; inactive = mostly below about 53%; also: some results filed as inactive read as strong as hits
bCat nuc transl: modulators of beta-catenin nuclear translocation; actives 0.3% (n = 190,000); HeLa beta-catenin nuclear translocation, immunofluorescence imaging; AID 1665; nuclear translocation activity, % at 5 µM;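 active = nuclear translocation activity above 50% at 5 µM, with a well cell count of 50 or more; inconclusive = wells under 50 cells across six images, flagged as toxic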;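 also: per-cell ratio of nuclear to cytoplasmic median beta-catenin stain intensity; plate controls were DMSO negative control for no effect and GSK-3 inhibitor IX positive control for full effect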
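Test system: human HeLa cell line; Doses: 5 µM primary, 0.02–20 µM confirmation; Incubation: 24 h compound exposure, 37°C; Detection: beta-catenin immunofluorescence imaging with DAPI; Read-out: beta-catenin nuclear/cytoplasmic ratio, % activation.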
WT yeast gro inh: growth inhibition of WT yeast, mitochondrial fusion screen | AID 1362 | inhibition, % at 10 µM | mitochondrial fusion phenotypic screen, WT strain | actives 2.1% (n = 190,000); in the data active = inhibition above about 58%; tested in S. cerevisiae
Autophagy HCS: modulators of autophagy | MEF GFP-LC3 puncta imaging; test concentration mostly 10 µM | calls only at 10 µM (by protocol) | actives 0.98% (n = 190,000);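 active = percentage of spot-positive cells more than 3 SD above its plate mean, without a fluorescence outlier flag or 80% toxicity; inconclusive = no clear call, values can overlap the other calls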;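 also: spot-positive cell cutoff set from DMSO-treated cells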
WT yeast gro inh mutant strain: further read-out of WT yeast gro inh, marked with its call; inhibition, %; mitochondrial fusion phenotypic screen, mutant strain inhibition
Dynein cargo inh cytoplasmic EGFP: further read-out of Dynein cargo inh, marked with its call; z-score; measured here: cytoplasmic GR-EGFP intensity; stronger effect = higher value
Dynein cargo inh nuclear GR-EGFP: also measured in Dynein cargo inh; calls as there; z-score; measured here: nuclear GR-EGFP intensity;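 lower value marks the stronger effect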
Dynein cargo inh cell count: also measured in Dynein cargo inh; calls as there; z-score; measured here: cell count per field
Insulin prom up cell count: recorded beside Insulin prom up, whose call it bears; cell count; measured here: cytotoxicity, nuclei count;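 total cells summed across four imaged fields per well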
bCat nuc transl cell count 5 µM: second read-out of bCat nuc transl, no call of its own (marks repeat the call); cell count; measured here: cell count, cytotoxicity flag
MT stabilize HCS Hoechst-high %: second read-out of MT stabilize HCS, no call of its own (marks repeat the call); % Hoechst-high responders; measured here: nuclear condensation Hoechst responders;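 share of cells brighter than vehicle mean plus two SD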
MT stabilize HCS cytotoxicity %: second read-out of MT stabilize HCS, no call of its own (marks repeat the call); toxicity, %; measured here: cytotoxicity by cell density;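 0% = mean cell density of plate MIN control wells and 100% = no cells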
Autophagy HCS cell loss 18 h: recorded beside Autophagy HCS, whose call it bears; toxicity, %; measured here: cell loss, nuclei count;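 cell loss after 18 h compound exposure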
Starred values were filed as active, the others as inactive; i = inactive; ? = inconclusive; nt = no result given. Hits appear at their usual frequency (roughly 4.2% active in at least one column).

cpd	molecule	Dynein cargo inh cytoplasmic EGFP	Insulin prom up	bCat nuc transl	bCat nuc transl cell count 5 µM	MT stabilize HCS cytotoxicity %	HIV fusion peptide	Autophagy HCS cell loss 18 h	Insulin prom up cell count	Dynein cargo inh cell count	WT yeast gro inh	Dynein cargo inh nuclear GR-EGFP	MT stabilize HCS	Yfh1-off respiration	Dynein cargo inh	AID2073	Autophagy HCS	MT stabilize HCS Hoechst-high %	WT yeast gro inh mutant strain
1	CCCNC(=O)NC(=O)COC(=O)/C=C/c1cc(Br)ccc1F	-0.26	nt	-0.3	1088	5.1	-1.6%	-23	nt	-0.14	1	0.091	2.8	i	0.35	-1%	i	1.6	15
2	CCCCCC(=O)N1CC2(CC(c3cccc(NC(=O)CC(c4ccccc4)c4ccccc4)c3)=NO2)C[C@@H]1C(N)=O (stereo partly drawn)	-0.82	-1.4	0.2	1098	nt	6.3%	nt	992	0.26	nt	-0.054	nt	i	-0.098	18%	nt	nt	nt
3	O=c1c2ccccc2c(-c2n[nH]c(=S)o2)nn1Cc1ccccc1	-0.22	0.98	1.4	962	7.4	-1.2%	-3	1594	0.057	-4	0.16	2.5	i	0.83	-9%	i	2.2	-9
4	CCOc1ccc(Nc2oc(-c3ccco3)nc2C#N)cc1	-0.15	0.18	-9.1	1045	6.4	1.7%	-10	1554	-0.58	7	0.45	3.2	i	0.22	33%	i	2.3	11
5	O=C(NCc1cccs1)c1cccn2c(=O)c3sccc3nc12	0.32	-0.58	0.1	1028	2.7	-0.4%	1	1213	0.32	-6	0.33	3.7	i	-0.49	35%	i	3.6	-1
6	CC(C)Oc1ccc(C(=O)OC(C)C(=O)Nc2nc(-c3cccc([N+](=O)[O-])c3)cs2)cc1 (stereo not drawn)	-0.21	-0.51	nt	nt	2.0	1.5%	11	1421	-0.53	23	0.057	5.4	i	0.64	1%	i	2.9	17
7	C=CCNC(=O)NC(=O)COC(=O)c1ccccc1Sc1ccc(C(F)(F)F)cc1[N+](=O)[O-]	-0.14	-0.75	-2.7	576	14	-1.5%	-17	1379	2.4	15	-0.54	3.5	i	-0.77	4%	i	1.9	18
8	S=c1nc(-c2ccco2)[nH][nH]1	-0.24	?	nt	nt	6.5	0.5%	-16	nt	0.55	-5	-0.12	1.8	i	-0.61	9%	i	0.9	4
9	COc1cc(CC(C#N)(CO)c2nc3ccccc3[nH]2)ccc1OC(F)F (stereo not drawn)	-0.13	0.05	0.3	1012	6.4	4.1%	18	1273	-2.9	12	1.8	2.1	i	1.7	3%	i	1.5	16
10	CC1(C)O[C@@H]2[C@@H](CO[C@@]3(COS(N)(=O)=O)OC(C)(C)O[C@@H]23)O1	nt	0.09	-0.7	1129	nt	-2.4%	nt	1477	nt	-3	nt	nt	i	nt	?	nt	nt	4
11	COc1cc2c(cc1OC)CN(C(=O)C(C)(C)C)CC2	-0.2	0.18	nt	nt	12	-1.3%	-19	878	2	9	0.45	1.8	i	0.25	3%	i	1.3	-3
12	COC(=O)C(C)N(C#N)c1nc(C)cc(C)n1 (stereo not drawn)	-0.19	-1	-0.1	1385	6.8	0.8%	-16	1595	-0.54	-18	1.3	3.4	i	1	6%	i	1.7	-20
13	CC(=O)NC(CCS(C)(=O)=O)C(=O)Nc1ccc(Oc2ccccc2)cc1 (stereo not drawn)	-0.21	0.49	-3.3	1169	6.5	0.0%	-5	1169	0.7	1	-0.32	5.4	i	-1.3	9%	i	2.9	-2
14	Cc1nnc(NC(=O)c2ccco2)s1	-0.26	-0.62	-2.0	1081	4.7	3.2%	nt	1547	0.39	11	-0.15	2.3	i	-0.65	3%	nt	1.0	0
15	O=C(Nc1ccc(Oc2ccc(NC(=O)Nc3ccccc3Cl)cc2)cc1)Nc1ccccc1Cl	-0.21	0.24	-0.8	1014	nt	-0.1%	nt	1375	-0.73	nt	0.18	nt	i	0.58	21%	nt	nt	nt
16	O=C(O)CCCC(=O)Nc1ccn(-c2ccccc2)n1	-0.22	-0.15	2.1	1137	7.1	0.5%	-6	965	0.77	7	-0.39	2.7	i	-1.4	2%	i	2.5	2
17	O=C(COc1ccc2ccccc2c1)N/N=C/C1CC=CCC1 (stereo not drawn)	-0.092	0.33	nt	nt	4.6	0.1%	15	1234	-1.6	-12	0.078	3.8	i	0.4	-5%	i	3.0	10
18	Cc1ccc(NC(=O)C(=O)NC2CCCCC2)cc1	1.5	-0.69	nt	nt	8.2	3.3%	5	1019	0.41	-1	-0.037	0.9	i	0.043	5%	i	2.1	16
19	COc1ccc(C(=O)O)c(OC)n1	0.25	1.1	-0.7	1379	nt	-1.7%	nt	986	0.18	nt	0.46	nt	i	-0.017	2%	nt	nt	nt
20	O=C(/C=C/c1ccccc1)c1ccccn1	0.78*	0.2	0.3	1428	8.0	1.6%	-3	1544	0.77*	40	-2*	2.0	i	-3.8*	-4%	i	2.2	11
21	O=C(Oc1ccc(=O)n(-c2ccccc2)n1)c1ccccc1	-0.24	nt	nt	nt	4.6	0.4%	1	nt	2.4	-25	-0.96	3.4	i	-0.94	-5%	i	2.1	9
22	Cc1cnc(NC(=O)c2cc3ccccc3o2)s1	-0.31	-1.5	0.0	1043	3.4	1.4%	-11	1566	-0.32	10	0.0032	3.6	i	-0.38	1%	i	1.8	-4
23	Cc1ccc(C(=O)NNC(=O)Cc2csc(-c3csc(C)n3)n2)cc1	-0.14	nt	-2.2	1205	nt	-0.9%	nt	nt	0.38	nt	-0.081	nt	i	0.25	9%	nt	nt	nt
24	CCc1c(C)sc(NC(=O)c2noc(C)c2[N+](=O)[O-])c1C#N	1	-0.43	-0.1	1127	4.7	2.9%	-40	1174	0.5	-15	-0.19	2.9	i	-1	18%	i	2.9	-14
25	NNC(=O)c1cc(O)c(O)c(O)c1	-0.28	-0.01	-2.3	1151	0.2	26%	27	1130	-0.49	9	-0.046	5.6	i	1.6	63%*	i	0.9	9
26	COc1ccc(Cl)cc1NC(=O)COC(=O)/C=C/c1c(C)nn(C2CCS(=O)(=O)C2)c1Cl (stereo not drawn)	-0.23	-0.2	-0.7	1393	7.5	0.3%	11	502	-0.17	7	0.2	2.2	i	0.12	1%	i	1.9	4
27	COc1cc(/C=C(\C#N)c2[nH]nc(N)c2C#N)cc(OC)c1O	0.18	-0.16	nt	nt	4.9	4.5%	-4	778	0.0063	12	1.2	3.0	i	1.7	11%	i	2.3	8
28	Cc1c(N=CC=Nc2c(C)n(C)n(-c3ccccc3)c2=O)c(=O)n(-c2ccccc2)n1C	nt	-0.28	-3.4	863	nt	0.3%	nt	1041	nt	nt	nt	nt	nt	nt	-7%	nt	nt	nt
29	CCN(Cc1cc(=O)n2ccsc2n1)Cc1nc2cc(OC)c(OC)cc2c(=O)[nH]1	-0.84	0.09	2.5	1283	nt	-0.4%	nt	1103	1.3	nt	-0.29	nt	i	-0.85	-8%	nt	nt	nt
30	Cc1nnc(SC(C)C(=O)Nc2ccc(S(=O)(=O)N3CCCCC3)cc2)s1 (stereo not drawn)	-0.1	nt	nt	nt	1.1	3.4%	1	nt	-2.2	0	1.8	3.8	i	3.1	-2%	i	1.7	-16
31	Cc1ccc(-n2c(SCC(=O)Nc3ccc4c5c(cccc35)CC4)nc(O)c(C)c2=O)cc1	-0.16	nt	0.7	950	8.6	7.7%	-20	nt	-1.6	-14	0.7	4.8	i	0.85	-1%	i	2.4	-2
32	COc1ccc(NC(=O)c2c[nH]c(=O)n(-c3ccc(C)c(C)c3)c2=O)cc1OC	-0.23	0.46	-0.3	1099	6.2	-0.1%	28	1397	-0.11	-6	0.33	2.1	nt	-0.0059	1%	i	1.7	-7
33	Nc1ccc(Cc2ccc(N)c(O)c2)cc1O	-0.11	0.29	0.0	1119	0.2	52%*	-12	1577	0.034	4	-0.4	2.0	i	-0.74	?	i	2.0	-3

High-throughput results deposited in PubChem by several laboratories.
